# Screening results from PubChem BioAssay.
# mcGAS MS inh: mouse cGAS inhibition by mass spec | Q8C6L5 | recombinant mouse cGAS, cGAMP by RapidFire MS | inhibition, % at 12.5 µM | hit rate 0.18% among 130,000 | AID 1259397;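 active = inhibition of cGAS enzyme activity at or above 60%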;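 note: enzyme stimulated by 45 bp dsDNA with ATP and GTP substrates; cGAMP share of summed cGAMP plus half ATP and half GTP signals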
# Target sequence (Q8C6L5 whole entry, looked up): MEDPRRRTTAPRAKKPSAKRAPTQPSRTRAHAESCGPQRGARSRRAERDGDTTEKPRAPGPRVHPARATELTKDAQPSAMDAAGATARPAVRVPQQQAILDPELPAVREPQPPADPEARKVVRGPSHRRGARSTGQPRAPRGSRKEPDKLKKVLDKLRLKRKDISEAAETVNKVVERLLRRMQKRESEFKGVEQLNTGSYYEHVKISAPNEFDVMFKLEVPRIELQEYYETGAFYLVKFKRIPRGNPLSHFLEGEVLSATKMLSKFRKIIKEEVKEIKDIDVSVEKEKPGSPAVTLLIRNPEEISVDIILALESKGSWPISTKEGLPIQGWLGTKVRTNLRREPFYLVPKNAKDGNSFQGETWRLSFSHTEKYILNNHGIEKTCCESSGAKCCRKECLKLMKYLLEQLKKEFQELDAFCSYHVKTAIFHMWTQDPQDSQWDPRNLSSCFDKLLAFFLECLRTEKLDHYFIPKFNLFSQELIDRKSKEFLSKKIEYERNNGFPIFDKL
# An asterisk follows results filed as active; & = joins results of further samples. Only part of the results is shown. The share of hits here may be higher or lower than overall.
mcGAS MS inh,compound
-5,CCN(Cc1noc(CC(C)C)n1)C(=O)C1CC=CCC1 (stereo not given)
-6,CCn1c(C(C)NC)nc2ccccc2c1=O (stereo not given)
-8,CCNC(=O)c1c(C(F)(F)F)nn(C2CCCN(C)C2)c1C (stereo not given)
-3,O=[N+]([O-])c1cc(NS(=O)(=O)c2ccc(Br)cc2Cl)ccc1Cl
-8,O=c1c2cc([N+](=O)[O-])ccc2nc2n1CCC2=Cc1ccc2c(c1)OCCO2
-12,CC1CCN(C(=O)CNc2ccc(C(F)(F)F)cc2)CC1
0,O=C(Cc1cccs1)N1CCN(S(=O)(=O)c2ccccc2)CC1
2,O=C(Nc1ccccc1Oc1cccnc1)C1CCCN(Cc2ccc(Cl)s2)C1 (stereo not given)
-2,CCN(C(=O)c1ccc(NC(=O)CCC(=O)O)cc1)c1cccc2ccccc12
-18,O=C(CCN1CCCCO1)Nc1cccc(NC(=O)Cc2ccccc2)c1
-8,Fc1ccc(F)c(NC2=NCCCCC2)c1
-8,Cc1ccc(C(=O)[C@@H]2C(C#N)(C#N)C23CCC2(CC3)OCCO2)cc1 (stereo not given in full)
-6,CC(C1CC1)N(Cc1ccccc1)S(=O)(=O)c1ccccc1Cl (stereo not given)
6,O=c1c2cc3c(cc2nc2sc(Nc4ccc(F)c(Cl)c4)nn12)OCO3
-3,O=C(Nn1cnc2c(cnn2-c2ccccc2)c1=O)c1cc(Cl)ccc1[N+](=O)[O-]
-19,CCN(CC)S(=O)(=O)c1ccc(S(=O)(=O)Nc2ccc(S(C)(=O)=O)cc2)cc1
12,O=S(=O)(Nc1cccnc1)c1cccc2cccnc12
-1,Cc1nn(CC(=O)OCc2cc(-c3ccco3)on2)c(C)c1[N+](=O)[O-]
-5,CCCCc1ccc(NC(=O)CSc2nc3nc(C)cc(C)n3n2)cc1
-4,Cc1c(C(=O)NCc2cccs2)sc(=O)n1Cc1ccccc1F
-16,COC(=O)[C@@H]1C[C@H](NC(=O)c2nc3c(s2)CCCC3)CN1C
-8,Cc1ccc(S(=O)(=O)N2CCOC23CCN(C(=O)c2c(F)cccc2F)CC3)cc1
7,C[C@H](C(=O)N[C@H](C)c1ccccc1)N1Cc2ccc(N3CCOCC3)nc2C1=O
-7,COc1ccc(CNC(=O)C(C)n2cnc3ccc(Cl)cc3c2=O)cc1 (stereo not given)
-4,CC(=O)Oc1ccccc1Cn1cc(C(=O)NCc2ccc3c(c2)OCO3)sc1=O
-7,C=CCNCC(=O)N(Cc1ccc2c(c1)OCO2)Cc1cccs1
-2,Cc1oc(NC(=O)COC(=O)c2ccc(C)n2C)c(C#N)c1C
-19,COc1ccc2nnc(-c3ccc(Br)cc3)n2n1
-1,N#Cc1c(-c2ccccc2)c2c(N)[nH]nc2[nH]c1=O
-8,COc1ccc(C2(C(=O)NCc3nnc4n3CCC4)CCCC2)cc1
-4,Clc1ccc(-c2nnc(CSc3nnc(-c4ccc5c(c4)OCO5)o3)o2)cc1
6,Cc1sc(C(=O)O)cc1S(=O)(=O)Nc1cc(F)cc(N2CCCC2)c1
0,COc1ccc(CN(C)c2cncc(Cl)n2)c(OC)c1
4,CCN(CC)S(=O)(=O)c1ccc(C(C#N)C(=O)CC(C)C)nc1 (stereo not given)
6,CC(C)C1CN(Cc2cnn(C)c2C2CC2)CCC(=O)N1CC1CC1 (stereo not given)
-15,N#Cc1ccc(Cc2cnc(N)s2)c(C(F)(F)F)c1
-10,O=C(COc1cccc[n+]1[O-])N1CCc2ccccc21
-6,COCCNC(=O)C1CCCN(C2CCN(C(=O)c3ccncc3F)CC2)C1 (stereo not given)
-11,COCC1CN(c2ccc(C#N)cc2F)CCO1 (stereo not given)
-6,COC(=O)c1ccc(OCc2nc(-c3ccccc3)no2)cc1
-1,O=c1[nH]c(NC2CCN(Cc3ccccc3)C2)nc2c1cnn2-c1ccccc1 (stereo not given)
2,Cc1ccc(C)c(NC(=O)CCC(=O)N2CCOCC2)c1
-6,CCOC(=O)C1(Cc2ccc(F)cc2F)CCCN(S(=O)(=O)c2ccsc2)C1 (stereo not given)
-6,COc1ccc(CCNC(=O)c2c(-c3ccccc3)noc2C)cc1OC
-6,Oc1cc(O)c2c(c1)O[C@H](c1ccc(O)c(O)c1)[C@H](O)C2
-18,O=C(O)c1cccc(Br)c1I
-4,COCCNCC(=O)N(Cc1ccccc1)Cc1sccc1C
-6,C=C(C)COc1cccc(C(=O)N2CCOCC2CC(=O)O)c1 (stereo not given)
5,CC(Oc1ccccc1)C(=O)NC1C(=O)N2C1SC(C)(C)C2C(=O)O (stereo not given)
-13,O=C(c1cccs1)c1ccc(Cl)s1
-16,Cc1sc2ccccc2c1CN1CC(c2ccncc2)C1
-7,COC(=O)Cn1c(=O)c2c(nc3n2CCCN3c2cc(C)cc(C)c2)n(C)c1=O
-3,O=C(CC1C(=O)Nc2ccccc2N1C(=O)c1cccs1)Nc1ccc(Cl)c(Cl)c1 (stereo not given)
-8,COc1ccc2[nH]c3c(c(=O)c2c1)CN(CC(=O)Nc1ccccc1C)CC3
0,O=C(CC1CSc2nc3[nH]ncc3c(=O)n21)Nc1ccc(Cl)cc1Cl (stereo not given)
-6,COc1ccc(NC(=O)C2(C)CCN2Cc2ccc(-c3ccccn3)cc2)cc1OC (stereo not given)

# (cont.)
mcGAS MS inh,compound
-8,CC(C)(C)c1ccc(C(=O)N2CCC2(C)C(=O)NS(=O)(=O)c2ccc(F)cc2F)cc1 (stereo not given)
-5,CCn1cncc1-c1c(-c2ccccc2)ncn1Cc1cc(COC)n[nH]1
-4,Cc1ccsc1CN1C[C@@H](C(=O)O)C[C@@H](C(=O)NC2CC2)C1
-14&4,OCCC1CN(Cc2c(F)cccc2Cl)CCN1C1CCCCC1 (stereo not given)
-8,CCc1ccc(CN(C)C(=O)c2ccc3c(c2)no[n+]3[O-])nc1
-2,c1cnc(-c2noc(CN3CCN(C4C5CC6CC(C5)CC4C6)CC3)n2)cn1 (stereo not given)
-1,Cc1cc(Cl)ccc1Nc1nc(NCCN(C)C)nc2nccnc12
-11,COc1cccc(C2=Nc3nnnn3C(c3ccc(OC)cc3OC)C2)c1 (stereo not given)
2,N#CC1C(Br)C(O)c2ccccc2N1C(=O)c1ccccc1 (stereo not given)
-13,CCc1sc(C(=O)NCC(=O)N2CCCC2c2ccc(C)cc2)cc1C (stereo not given)
-2,Cc1ccc(F)c(S(=O)(=O)NC(=O)C2(C)CCN2C(=O)c2ccccc2)c1 (stereo not given)
1,Cn1c2ccccc2c(=O)c2c(=O)n(CCc3ccccc3)c(-c3cccs3)nc21
6,CN1C(=O)CON=C1c1ccccc1
-6,CC(=O)C1=C(c2ccccc2)N(C(C)=O)n2cnnc2S1
12,CCN1CCc2nc(NC(=O)c3csc(-c4cnn(C)c4)n3)sc2C1
-26,O=S(=O)(Nc1ccc2c(c1)OC1(CCCC1)O2)c1ccc2c(c1)OCCCO2
-12,N#Cc1ccsc1NC(=O)CN1CCC(Oc2ccccn2)CC1
8,Brc1ccc2nc(-c3ccccn3)c(Nc3ccc4c(c3)OCO4)n2c1
-3,S=C(NN=Cc1cccs1)NC1CCCCC1
-7,Cc1cc(C)n2c(C#N)c(C#N)nc2n1
6,Cc1cc(C)c2c(=O)[nH]n(C(=O)CCl)c2n1
0,OCc1csc(COc2ccc(Cl)cc2CNCc2ccc3c(c2)OCO3)n1
-8&4,COc1ccc(CCN2C(=O)O[C@@H]3CN(S(=O)(=O)N4CCCC4)C[C@@H]32)cc1
-12,Cc1cc2c(C)c(C(=O)O)sc2s1
-4,Cc1ccc2c(c1)C(=O)N(C(C)C(=O)N(Cc1ccc(F)cc1)C1CC1)C2=O (stereo not given)
-12,CN(CCNc1ccc2c(c1)C(=O)CCC2)c1ccccc1
6,O=[N+]([O-])c1ccc(N2CCCCC2)cc1
-1,Nc1ccc(S(=O)(=O)Nc2nccs2)cc1
-7,c1ccc2c(N3CCN(Cc4cccc5nccnc45)CC3)ncnc2c1
-10,Cc1cccc(-c2cccc(NC(=O)C3CCCN(C(=O)Cn4cnnn4)C3)c2)c1 (stereo not given)
-3,CCCC(=O)N1CCC1(C)C(=O)Nc1ccc2c(c1)OCCO2 (stereo not given)
-13,Cc1cc(C)n(-c2cc(O)c(-n3nc(C)cc3C)cc2O)n1
-6,O=C(NC1CCCC1)C1CC(=O)N(C2CCCCCC2)C1 (stereo not given)
44,Cc1cc(=O)[nH]c(-n2nc(-c3cccs3)cc2N)n1
-19,O=S(=O)(c1ccc(Br)cc1)N1CCNCC1
5,Cc1ccc(-c2ccc(=O)n(CCCNC(=O)Nc3ccc(C(F)(F)F)cc3)n2)cc1
-12,COc1cc(C)c(CNCc2cccnc2N2CCN(C(C)=O)CC2)cc1C
5,Cc1cc(-c2nccn2CC2CCS(=O)(=O)C2)oc1C (stereo not given)
0,O=C(C1CCCN1Cc1ccccc1)N1C[C@H]2CC=CC[C@H]2C1 (stereo not given in full)
-5,CCCCNC(=O)Cc1noc(CNc2ccccc2Cl)n1
4,Cc1cc(C)c2ncc(C#N)c(NCCS(C)(=O)=O)c2c1
-7,CN1CCC(N(C)CC(NC(=O)N(C)Cc2cccc(O)c2)c2ccccc2)CC1 (stereo not given)
-6,O=C(CCC1CCN(C(=O)C2CCCC2)CC1)N1CCN(c2ccccc2)CC1
-44,Cn1c(=O)n(C)c2cc3c(cc21)[nH]c(=O)c(=O)n3Cc1ccccc1
-4,CN(CC1Cc2ccccc2O1)C(=O)c1cn(C2CCCCCC2)nn1 (stereo not given)
4,CC(c1ccccc1F)N(C)Cc1ccn(C)c(=O)c1 (stereo not given)
-8,COc1cccc(NC(=O)C2(C)CCN2Cc2c(F)cccc2F)c1 (stereo not given)
-4,CC1(C)C2CC=C(C=NN3C(=O)NC4(CCCCC4)C3=O)C1C2 (stereo not given)
-3,O=C(c1ccc2c(c1)OCCO2)N1CCc2c([nH]c3ccccc23)C1c1ccccc1F (stereo not given)
-13,CCOc1cc(CCl)nc2nc(C(F)(F)F)nn12
-4,O=C1NC(c2ccc(Cl)cc2)c2c1oc1ccccc1c2=O (stereo not given)
-10,COc1ccccc1C1CCCN1C(=O)c1cc2n(n1)CCNC2 (stereo not given)
-20,CC(C)(C)NC(=O)CN1CCCN(C(=O)c2cccc3ccccc23)CC1
0,CCC1=C(C(=O)OC)C(c2cccc(C(F)(F)F)c2)NC(=S)N1 (stereo not given)
-43,Cc1nonc1C1CCCN1C(=O)c1cn(C/C=C/c2ccccc2)nn1 (stereo not given)
-1,COc1ccc(/C=C2N=C(/C=C/c3ccccc3)OC/2=O)cc1

# (next part)
mcGAS MS inh,compound
4,Cc1ccc2cc(CN(CC(C)C)C(=O)c3cccnc3)c(=O)[nH]c2c1
-3,CCCCCCn1c(N2CCN(Cc3ccc(Cl)c(Cl)c3)CC2)nc2c1c(=O)[nH]c(=O)n2C
0,Cc1ccc(-c2cn(S(=O)(=O)c3ccc(Cl)cc3)nc2N)cc1F
-31,CCn1c(-c2ccc3c(c2)CCO3)nc2cc(C(=O)OC)cnc21
-4,COC(C(=O)N1CCOC(COc2cccc(C(F)(F)F)c2)C1)c1ccccc1 (stereo not given)
-16,Clc1cccc(C(CNCc2ccccn2)N2CCOCC2)c1 (stereo not given)
-19,O=C(CC12CC3CC(CC(C3)C1)C2)N1CCN2CCCC2C1 (stereo not given)
1,CCCCc1noc(CS(=O)(=O)CC(=O)NC2CCCCC2C)n1 (stereo not given)
-1,C=CCn1c(C2CC(=O)N(CC3CC3)C2)nc2ccccc21 (stereo not given)
4,CCN(CC)CCN1C(=O)C(O)=C(C(=O)c2cccs2)C1c1cc(OC)c(OC)c(OC)c1 (stereo not given)
-3,CC(C)(CNC(=S)NC1CCCCC1)N1CCCCC1
-13,Fc1cccc(CSc2nnnn2-c2ccc3c(c2)OCO3)c1
-4,Cc1ccc(NC(=O)c2nnc(COC(=O)C3CC4CCC3C4)s2)cc1 (stereo not given)
-12,O=C1CCCCC1Sc1ccc(C(F)(F)F)cc1[N+](=O)[O-] (stereo not given)
-3,COc1cc(C(=O)N2CCOC(COCc3ccc(F)cc3Cl)C2)cc(OC)c1C (stereo not given)
-3,N#Cc1ccc(N=Nc2c(-c3ccc([N+](=O)[O-])cc3)[nH]n(-c3ccccc3)c2=O)cc1
-8,CC(C)n1nccc1NC(=O)CSc1nnnn1C1CCCC1
-2,CN(C)C(=O)CSc1nnc(-c2ccc(Br)cc2)o1
3,Cc1cc(Cl)c(C)c(S(=O)(=O)N2CCC(NC(=O)c3ccccc3)CC2)c1Cl
-18,O=C(/C=C/c1ccc(Br)o1)NS(=O)(=O)c1ccc2c(c1)OCCCO2

# Molecules listed so far that have an aryl methoxy group:
mcGAS MS inh,compound
-7,COc1ccc(CNC(=O)C(C)n2cnc3ccc(Cl)cc3c2=O)cc1 (stereo not given)
-19,COc1ccc2nnc(-c3ccc(Br)cc3)n2n1
-8,COc1ccc(C2(C(=O)NCc3nnc4n3CCC4)CCCC2)cc1
0,COc1ccc(CN(C)c2cncc(Cl)n2)c(OC)c1
-6,COc1ccc(CCNC(=O)c2c(-c3ccccc3)noc2C)cc1OC
-8,COc1ccc2[nH]c3c(c(=O)c2c1)CN(CC(=O)Nc1ccccc1C)CC3
-6,COc1ccc(NC(=O)C2(C)CCN2Cc2ccc(-c3ccccn3)cc2)cc1OC (stereo not given)
-11,COc1cccc(C2=Nc3nnnn3C(c3ccc(OC)cc3OC)C2)c1 (stereo not given)
-8&4,COc1ccc(CCN2C(=O)O[C@@H]3CN(S(=O)(=O)N4CCCC4)C[C@@H]32)cc1
-12,COc1cc(C)c(CNCc2cccnc2N2CCN(C(C)=O)CC2)cc1C
-8,COc1cccc(NC(=O)C2(C)CCN2Cc2c(F)cccc2F)c1 (stereo not given)
-10,COc1ccccc1C1CCCN1C(=O)c1cc2n(n1)CCNC2 (stereo not given)
-1,COc1ccc(/C=C2N=C(/C=C/c3ccccc3)OC/2=O)cc1
4,CCN(CC)CCN1C(=O)C(O)=C(C(=O)c2cccs2)C1c1cc(OC)c(OC)c(OC)c1 (stereo not given)
-3,COc1cc(C(=O)N2CCOC(COCc3ccc(F)cc3Cl)C2)cc(OC)c1C (stereo not given)
